Rat MKP-3 inhibitors: MKP-3 phosphatase inhibitors, primary screen, biochemical, rat enzyme, in vitro (AID 425) | inhibition, % at 20 µM; hits with a dose series show IC50 in µM | 110,000 tested, 0.17% active | recombinant MKP-3 phosphatase activity, fluorescence; higher % means a stronger effect; in the data active = inhibition above about 50%;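 note: plate controls were vehicle for no effect and reference inhibitor for full effect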
Hsp70 displacement: small molecules displacing fluorescent ligand from Hsp70 – biochemical, fluorescence polarization, primary screen (AID 583) | Hsp70 fluorescence polarization probe displacement, mP; higher % means a stronger effect | one-dose displacement, % at 20 µM; IC50 in µM for titrated hits | 140,000 tested, 0.06% active; in the data active = displacement above about 50%;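 note: plate controls were vehicle for no effect and reference ligand for full effect; a part of the inactive calls stands beside numbers as strong as those of hits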
An asterisk follows results filed as active; . = not tested or not shown; & = joins results of further samples.

SMILES	Rat MKP-3 inhibitors	Hsp70 displacement
Cc1nnc(SCCN2CCOCC2)n1-c1cccc(Cl)c1	-5%	-2.6%
Cc1nc(N/N=C/c2ccc(N(C)C)cc2)cc(-c2ccccc2)n1	-1%	-0.5%
COc1cccc(-c2nnc(SCC(=O)NCc3ccc4c(c3)OCO4)n2Cc2ccco2)c1	.	-0.4%
CCOC(=O)c1cc(C(=O)NC(C)c2ccccc2)c(=O)[nH]c1C (stereo not drawn)	2%	-2.2%
COc1ccc(NC(=O)C2=C(C)Nc3ncnn3C2c2ccccc2C(F)(F)F)c(OC)c1 (stereo not drawn)	-1%	-0.7%
CN1C(=O)C(=Cc2cc([N+](=O)[O-])ccc2O)C(=O)N(C)C1=O	0%	3.7%
CCSc1nc2ccc(OC)cc2cc1C#N	.	-4.0%
CCOc1ccc(S(=O)(=O)Nc2c(C)cc(C)cc2C)cc1	2%	1.0%
CS(=O)(=O)N1CCN(c2ccc([N+](=O)[O-])c(NCc3ccccc3)c2)CC1	3%	1.2%
COc1cc2c(cc1NC(=O)Cn1cnc3c1c(=O)n(C)c(=O)n3C)oc1ccccc12	7%	7.5%
O=c1oc(-c2ccc(Br)cc2)nc2ccccc12	3%	4.1%
Fc1ccccc1-c1nc(-c2ccccc2)no1	0%	-4.0%
O=C(Nc1ccc(-c2cnc(-c3ccc(NC(=O)c4ccccc4)cc3)nc2)cc1)c1ccccc1	-6%	1.4%
Cc1ccc(C2CC(=O)Nc3c2cc(Br)c2ccccc32)cc1[N+](=O)[O-] (stereo not drawn)	2%	-4.5%
CCS(=O)(=O)N1CCC(C(=O)NCc2ccccc2OC)CC1	-8%	-3.1%
O=C(Cn1c(=O)oc2cc(S(=O)(=O)N3CCc4ccccc43)ccc21)N1CCCCC1	-1%	5.4%
Cn1nc(CC(=O)O)c2ccccc2c1=O	-1%	2.8%
COC(=O)c1cc(NCc2cccs2)ccc1N1CCOCC1	7%	1.1%
Cc1noc(NS(=O)(=O)c2ccc(NC(=O)c3ccoc3C)cc2)c1C	-3%	-7.9%
CCOc1ccc(OCC)c(NC(=O)CSc2nc3cccnc3n2C)c1	-7%	0.4%
CCn1c(SCC(N)=O)nc2c1c(=O)n(C)c(=O)n2C	6%	-0.3%
O=C(NCCN1C(=O)C2C3C=CC(C3)C2C1=O)Nc1ccc(Br)cc1 (stereo not drawn)	2%	.
CCC(=O)Nc1c(C#N)c2nc3ccccc3nc2n1-c1ccccc1C	-7%	-0.8%
CCCc1nnc(SCC(=O)N2CCOCC2)n1C	.	3.1%
COc1ccc(N2C(=O)CSC2c2cccc(F)c2)c(OC)c1 (stereo not drawn)	-6%	-3.8%
O=C(NC(=O)c1cccc(F)c1)OC[C@@H]1CCCN2CCCC[C@H]12	1%	2.6%
O=C1OCCC1N1C(=O)c2ccccc2S1(=O)=O (stereo not drawn)	-3%	-1.9%
C=C(C)C(=O)Nc1ccc(OC(F)(F)C(F)F)c(NC(=O)C(=C)C)c1	.	7.7%
C=CCN(N=Nc1cccc([N+](=O)[O-])c1)c1cccc([N+](=O)[O-])c1	.	10%
CC1=CC(=C2C(=O)c3ccccc3C2=O)C=C(C)N1C	8%	-0.5%
O=[N+]([O-])c1ccc(Nc2nc(NCCN3CCOCC3)nc(Nc3ccc(Cl)cc3)n2)cc1	0%	-4.7%
COc1ccc(C2/C(=C(/O)c3ccccc3)C(=O)C(=O)N2CCO)cc1 (stereo not drawn)	-5%	12%
COc1ccc(N(CC(=O)NCCc2ccc(F)cc2)S(=O)(=O)c2ccccc2)c(OC)c1	3%	-5.5%
CCN(CCNC(=O)CS(=O)(=O)Cc1nc(-c2cccc(OC)c2)oc1C)c1ccccc1	0%	2.0%
COc1ccc(NC(=O)C2CC(=O)N(CCc3ccccc3)C(=Nc3ccccc3)S2)cc1 (stereo not drawn)	2%	-2.8%
O=C(NCCc1c[nH]c2ccccc12)Nc1cccc2ccccc12	.	2.6%
COc1ccc(OCCCC(=O)Nc2nnc(C3CCCO3)s2)cc1 (stereo not drawn)	-9%	-0.1%
COc1cc(S(=O)(=O)N2CCCCCC2)ccc1Cl	-4%	-4.5%
O=C1C(=Cc2ccccc2F)C(=O)c2ccccc21	4%	1.5%
CCOC(=O)N1CCN(C(=O)C2CCC(CNS(=O)(=O)c3ccccc3)CC2)CC1 (stereo not drawn)	4%	-3.6%
O=C(Nc1nncs1)c1cccc(S(=O)(=O)N2CCCC2)c1	-7%	5.6%
Cc1cc(C)c(S(=O)(=O)N(CC(=O)N2CCOCC2)C2CCCCC2)c(C)c1	-8%	-3.6%
CCCCOc1ccc(S(=O)(=O)N2CCN(C)CC2)cc1	5%	-2.4%
COc1ccc(CCNC2=CC(=O)CC(c3ccccc3)C2)cc1OC (stereo not drawn)	-3%	2.3%
COc1ccc2c(Cl)c(C(=O)Nc3ccc(Cl)cc3)sc2c1	0%	-2.8%
COc1ccc(CC(=O)Nc2cc(=O)n(C)c(=O)n2C)cc1	0%	8.8%
O=C(c1ccc(Cl)s1)N1CCc2ccccc21	-6%	-3.8%
CC(=O)N/C(=C\c1cccc([N+](=O)[O-])c1)C(=O)NC(C)C	2%	0.6%
Cc1ccc2oc(-c3cccc(NC(=O)c4cc(-n5cnnc5)ccc4Cl)c3)nc2c1	.	-4.5%
Cc1cc(C)nc(SCC(=O)n2c3ccccc3c3ccccc32)n1	5%	-2.2%

(more compounds)
SMILES	Rat MKP-3 inhibitors	Hsp70 displacement
Cc1cccc(-n2nnc3cnn(C)c3c2=O)c1	.	0.7%
COC(=O)C1CC(C)=CC(C)C1C(=O)O (stereo not drawn)	2%	-3.7%
Oc1cc(OCc2ccccc2Cl)ccc1-c1[nH]ncc1-c1ccccc1	2%	-1.4%
COC(=O)CSc1nnc(Cc2cc(=O)[nH]c(=O)[nH]2)n1-c1cccc(OC)c1	-1%	0.4%
COc1ccc(Cc2nnc(NC(=O)Cn3cnc4c3c(=O)n(C)c(=O)n4C)s2)cc1OC	.	0.4%
Cn1c(C(=O)Nc2ccc3c(c2)OCCO3)cc2sccc21	-3%	1.4%
CCOC(=O)c1c(NC(=O)/C=C/c2cccs2)sc2c1CCC2	3%	-0.6%
CCCN1Cc2cccc(C(=O)Nc3ccc(C)cc3)c2C1=O	.	3.6%
O=C(CCC1CCCC1)NC1CCCCC1	-2%	2.2%&-3.4%
COc1ccc(/C=N/n2cnnc2)cc1COc1ccc(NC(C)=O)cc1	2%	-0.7%

One compound at a time, as listed above. Order of screens: Rat MKP-3 inhibitors, Hsp70 displacement
CCOc1ccc(S(=O)(=O)Nc2c(C)cc(C)cc2C)cc1 in the list: 2%, 1.0%
O=C(NCCN1C(=O)C2C3C=CC(C3)C2C1=O)Nc1ccc(Br)cc1 (stereo not drawn) in the list: 2%, .

(next part)
SMILES	Rat MKP-3 inhibitors	Hsp70 displacement
O=S(=O)(c1cccs1)N1CCN(CC(O)COC2CCCc3ccccc32)CC1 (stereo not drawn)	-1%	9.3%
COc1ccccc1-c1c(C#N)c(SCC(=O)N2CCCC2)nc(C)c1C(N)=O	-10%	-1.0%
COC(=O)c1c(NC(=O)c2cccs2)sc2c1CCC(C)C2 (stereo not drawn)	1%	-2.5%
O=C(CS(=O)(=O)c1ccccc1)Nc1nc(-c2ccccc2)cs1	-8%	-6.3%
CCOc1ccccc1OCCCCCc1c(C)n[nH]c1C	-3%	4.4%
COc1ccc(Cl)cc1NC(=O)C(C)Sc1n[nH]c(N)n1 (stereo not drawn)	.	6.4%
Cc1ccc(-n2c(=O)c3c4c(sc3n3c(SCC(N)=O)nnc23)CCCC4)cc1	0%	-3.8%
COc1cccc(NC(=O)c2ccc(F)cc2)c1	0%	1.6%
O=C(NCc1ccccc1)C1C2C=CC3(CN(Cc4cccnc4)C(=O)C13)O2 (stereo not drawn)	-12%	-0.5%
COc1ccc(S(=O)(=O)Nc2nncs2)cc1	-14%	-0.5%
Cc1nc(-c2ccccc2)nc(N/N=C/c2ccncc2)c1C	0%	4.6%
Nc1nonc1-c1noc(CCCCCN2C(=O)c3ccccc3C2=O)n1	-8%	4.3%
C=CCn1c2ccccc2c2nnc(SCCN3CCCCC3)nc21	5%	-4.8%
CCc1c(C)sc(NC(=O)C2C3CCC(C3)C2C(=O)O)c1C(=O)OC(C)C (stereo not drawn)	6%	1.1%
COc1cccc(C(c2nnnn2Cc2ccccc2)N2CCN(C(=O)c3ccco3)CC2)c1OC (stereo not drawn)	-5%	8.5%
COc1ccc(C(C)=O)c(OC(=O)c2ccco2)c1	.	2.3%
O=C(NCCC(=O)N1CCNC1=O)OCc1ccccc1	-15%&-1%	1.6%&-2.1%
Cc1ccc(-c2csc(NC(=O)c3ccc4c(c3)OCO4)n2)cc1	0%	0.9%
CCCCn1nnnc1NCc1cc(OC)c(OC)cc1OC	6%	5.8%
COc1cccc(OCc2nc3ccccc3c(=O)n2N)c1	-5%	1.2%
CC(=O)Cc1nsc(NC(=O)c2c(-c3ccccc3Cl)noc2C)n1	-6%	5.5%
Cc1ccccc1C(=O)c1ccc2c(c1)n(C)c(=O)n2C	14%	3.5%
Cc1ccc(OCCNc2cc(N3CCN(C)CC3)ccc2[N+](=O)[O-])cc1C	-5%	5.5%
O=C(CCN1C(=O)COc2ccccc21)NCCN1CCc2ccccc2C1	-1%	-1.5%
Cc1ccccc1NC(=O)COC(=O)CN1C(=O)NC(C)(C)C1=O	.	0.4%
COc1cc(NC(=O)c2cccs2)ccc1NC(=O)c1cc2ccccc2o1	-2%	4.1%
CCOC(=O)C1=C(C)N=C2SCC(=O)N2C1c1ccc(-c2cccc([N+](=O)[O-])c2)o1 (stereo not drawn)	-1%	-4.4%
Cc1cc(NCCN2CCCCCC2)n2c(nc3ccccc32)c1C#N	3%	-3.9%
O=C(c1ccccc1NS(=O)(=O)c1cccs1)N1CCCC1	-10%	-6.3%
CCOC(=O)N1CCC2(CC1)C(C#N)=C(N)Oc1n[nH]c(CSc3ccc(C)cc3)c12	10%	2.3%
C=CCn1cnc2c(c1=O)c1nc3ccccc3nc1n2/N=C/c1cccc(OC)c1OC	-2%	27%
Cc1ccc(NC(=O)c2ccccc2N)cc1	-4%	-0.5%
O=C1N/C(=N\c2ccccn2)SC1Cc1ccccc1 (stereo not drawn)	-1%	-1.3%
S=C1NC(c2ccccc2)=NCN1c1ccc(Br)cc1	-3%	-0.6%&-2.5%
CC(=O)C1=C(C)Nc2ncnn2C1c1ccc(Cl)cc1Cl (stereo not drawn)	-2%	0.1%
COC(=O)c1ccccc1NC(=O)CSc1nnc(-c2ccoc2C)n1C	-5%	0.2%
Cc1nnc(SC(C)C(=O)Nc2ccc(S(=O)(=O)N3CCCCC3)cc2)s1 (stereo not drawn)	-2%	-4.2%
Cc1cc(NC(=O)CN2CCCC2c2nc3ccccc3s2)no1 (stereo not drawn)	-4%	1.3%
Cn1cccc1C(=O)Nc1nc(-c2ccccn2)cs1	.	1.1%
CCN(CC)C(=O)c1cn(C)c(=O)c2cc(OC)c(OC)cc12	1%	5.6%

Quoted from the results shown, 20 compounds:
SMILES	Rat MKP-3 inhibitors	Hsp70 displacement
COc1ccc(Cc2nnc(NC(=O)Cn3cnc4c3c(=O)n(C)c(=O)n4C)s2)cc1OC	.	0.4%
Cn1c(C(=O)Nc2ccc3c(c2)OCCO3)cc2sccc21	-3%	1.4%
CCOC(=O)c1c(NC(=O)/C=C/c2cccs2)sc2c1CCC2	3%	-0.6%
CCCN1Cc2cccc(C(=O)Nc3ccc(C)cc3)c2C1=O	.	3.6%
O=C(CCC1CCCC1)NC1CCCCC1	-2%	2.2%&-3.4%
COc1ccc(/C=N/n2cnnc2)cc1COc1ccc(NC(C)=O)cc1	2%	-0.7%
O=S(=O)(c1cccs1)N1CCN(CC(O)COC2CCCc3ccccc32)CC1 (stereo not drawn)	-1%	9.3%
COc1ccccc1-c1c(C#N)c(SCC(=O)N2CCCC2)nc(C)c1C(N)=O	-10%	-1.0%
COC(=O)c1c(NC(=O)c2cccs2)sc2c1CCC(C)C2 (stereo not drawn)	1%	-2.5%
O=C(CS(=O)(=O)c1ccccc1)Nc1nc(-c2ccccc2)cs1	-8%	-6.3%
CCOc1ccccc1OCCCCCc1c(C)n[nH]c1C	-3%	4.4%
COc1ccc(Cl)cc1NC(=O)C(C)Sc1n[nH]c(N)n1 (stereo not drawn)	.	6.4%
Cc1ccc(-n2c(=O)c3c4c(sc3n3c(SCC(N)=O)nnc23)CCCC4)cc1	0%	-3.8%
COc1cccc(NC(=O)c2ccc(F)cc2)c1	0%	1.6%
O=C(NCc1ccccc1)C1C2C=CC3(CN(Cc4cccnc4)C(=O)C13)O2 (stereo not drawn)	-12%	-0.5%
COc1ccc(S(=O)(=O)Nc2nncs2)cc1	-14%	-0.5%
Cc1nc(-c2ccccc2)nc(N/N=C/c2ccncc2)c1C	0%	4.6%
Nc1nonc1-c1noc(CCCCCN2C(=O)c3ccccc3C2=O)n1	-8%	4.3%
C=CCn1c2ccccc2c2nnc(SCCN3CCCCC3)nc21	5%	-4.8%
CCc1c(C)sc(NC(=O)C2C3CCC(C3)C2C(=O)O)c1C(=O)OC(C)C (stereo not drawn)	6%	1.1%

(list continues)
SMILES	Rat MKP-3 inhibitors	Hsp70 displacement
O=C(O)c1ccccc1NC1=C(Cl)C(=O)N(c2ccc(Br)cc2)C1=O	6%	5.6%
O=S(=O)(c1ccc(F)c(F)c1)N1CCN(Cc2ccc3c(c2)OCO3)CC1	-4%	-0.2%
CC1(C)NC(=O)N(CC(O)CN(Cc2ccccc2)Cc2ccccc2)C1=O (stereo not drawn)	-3%	4.2%
O=C1c2ccc([N+](=O)[O-])cc2C(=O)N1c1ccc(Cl)cn1	2%	3.0%
CN1C(=O)/C(=c2\sc3nc(-c4ccccc4)c(-c4ccccc4)n3c2=O)c2ccccc21	3%	-4.0%
COc1ccc(Cn2c(=O)[nH]c3cc(C(=O)NCc4ccc5c(c4)OCO5)ccc3c2=O)cc1	-8%	6.0%
O=c1/c(=C/c2ccc3c(c2)OCO3)sc2nc3ccccc3n12	-1%	8.6%
O=C(NCC1CCCO1)c1cnn2c1NC(c1ccccc1)CC2C(F)(F)F (stereo not drawn)	-6%	6.5%
c1ccc(-n2cccc2CNC2CCCCC2)cc1	-3%	2.2%

Bioassay records: PubChem, Sanford-Burnham Center for Chemical Genomics

An excerpt. The share of hits here may be higher or lower than overall.
